High-throughput results deposited in PubChem by several laboratories.
EBV LMP1 NFkB: inhibitors of Epstein-Barr LMP1-induced NF-kappaB reporter; LMP1-induced NF-kappaB luciferase reporter cells, luminescence; inhibition, % at 12.5 µM; hit rate 0.69% among 350,000; AID 504558; in the data active = inhibition above about 41%;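 also: 0% = neutral control wells and 100% = reference inhibitor control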
SRC1 inh: human NCOA1 inhibition; Q15788; HEK293 GAL4-SRC1 luciferase reporter, luminescence; inhibition, % at 3.6 µM; hit rate 0.12% among 360,000;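 active = inhibition above the campaign mean plus 3 SD, with each screening campaign given its own cutoff, cut at about 60% in these data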;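 also: 0% = DMSO treated cells and 100% = gossypol at 36 µM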
C8 TRAIL sens: caspase-8 TRAIL sensitization; NB7+C8 cells + TRAIL, ATPlite viability luminescence; inhibition (viability loss, TRAIL sensitization), % at 10 µM; hit rate 1% among 360,000; AID 624354;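 active = compounds causing at least 50% loss of cell viability in the single-dose screen, relative to plate controls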
TWEAK Fn14 block: blocks TWEAK-Fn14 interaction in a reporter cell assay; TWEAK-stimulated Fn14 reporter cells, luciferase luminescence, 8 h; inhibition, % at 10 µM; hit rate 2% among 360,000; AID 1159606; in the data active = inhibition above about 50%
TLR9-MyD88 inh: TLR9-MyD88 interaction inhibition; Q9NR96+Q99836; CHO BLA complementation TLR9-MyD88, CCF4 FRET ratio; inhibition, % at 4.98 µM; hit rate 0.21% among 340,000;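 active = inhibition above the mean over all tested compounds plus 3 SD, cut at about 21% in these data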;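 also: 0% = DMSO only wells and 100% = clavulanate BLA inhibitor control wells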
COUP-TFII inh: NR2F2 (human) inhibition, primary screen. HEK293T NGFI-A luciferase reporter, luminescence. AID 686940. P24468. hit rate 0.7% among 370,000. inhibition, % at 8.6 µM;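 active = inhibition above a per-plate cutoff, mean inhibition of test wells between control levels plus 3 SD, cut at about 38% in these data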;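 also: cells cotransfected with COUP-TFII expression vector driving the NGFI-A reporter; 0% = median of COUP-TF2 test wells and 100% = reporter-only cells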
Target sequence (P24468 whole entry, looked up): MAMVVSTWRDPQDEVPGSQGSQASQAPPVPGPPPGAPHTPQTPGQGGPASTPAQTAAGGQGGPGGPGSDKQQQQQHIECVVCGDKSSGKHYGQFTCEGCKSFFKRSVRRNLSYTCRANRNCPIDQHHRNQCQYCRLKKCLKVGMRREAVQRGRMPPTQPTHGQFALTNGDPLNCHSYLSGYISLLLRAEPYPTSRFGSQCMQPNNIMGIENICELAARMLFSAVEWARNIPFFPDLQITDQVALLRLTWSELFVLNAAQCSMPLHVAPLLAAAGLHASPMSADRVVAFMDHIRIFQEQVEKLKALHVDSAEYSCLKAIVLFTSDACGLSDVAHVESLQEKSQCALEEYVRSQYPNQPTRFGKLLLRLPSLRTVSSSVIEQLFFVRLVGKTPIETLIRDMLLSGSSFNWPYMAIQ
NR5A2 inv ag: suppresses constitutive activity of human LRH-1 | HEK293T StAR-luciferase reporter, LRH-1 transfected, 24 h | inhibition, % at 3.6 µM | hit rate 0.13% among 360,000;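 active = inhibition above the mean inhibition of all tested compounds plus 3 SD, cut at about 73% in these data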;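 also: 0% = DMSO wells and 100% = reporter-only cells lacking LRH-1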
Target sequence (O00482 whole entry, looked up): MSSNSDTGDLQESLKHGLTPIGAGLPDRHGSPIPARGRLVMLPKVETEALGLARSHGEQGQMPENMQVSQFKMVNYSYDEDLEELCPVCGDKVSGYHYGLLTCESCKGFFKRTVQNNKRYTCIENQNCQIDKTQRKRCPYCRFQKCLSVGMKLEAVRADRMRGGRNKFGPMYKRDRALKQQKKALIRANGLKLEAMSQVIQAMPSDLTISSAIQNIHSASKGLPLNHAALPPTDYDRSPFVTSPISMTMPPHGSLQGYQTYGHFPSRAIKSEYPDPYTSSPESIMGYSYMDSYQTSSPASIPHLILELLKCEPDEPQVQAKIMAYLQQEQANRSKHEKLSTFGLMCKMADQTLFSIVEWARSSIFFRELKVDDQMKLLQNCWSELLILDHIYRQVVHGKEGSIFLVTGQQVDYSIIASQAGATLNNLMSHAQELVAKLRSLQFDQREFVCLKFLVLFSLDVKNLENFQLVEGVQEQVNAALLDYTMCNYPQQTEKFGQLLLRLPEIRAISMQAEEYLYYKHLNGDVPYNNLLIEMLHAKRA
NOD2 RIPK2 PPI: blocks binding of human NOD2 to RIPK2 | CHO BLA complementation NOD2-RIPK2, CCF4 ratio | inhibition, % at 4.98 µM | hit rate 0.38% among 360,000 | AID 624267 | O43353; in the data active = inhibition above about 21%;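 also: 0% = vehicle only and 100% = reference blocker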
TROY signal inh: blocks TROY-dependent signaling in reporter cells; Q293 LMP1-TROYcd NF-kB luciferase reporter, 4 h; inhibition, % at 10 µM; hit rate 0.98% among 360,000;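 active = compounds whose plate-normalised and pattern-corrected inhibition of the luciferase reporter signal at the single screening dose is 50% or more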
SRC2 inh: human SRC2 (NCOA2) inhibition; Q15596; hit rate 0.17% among 370,000; AID 651957; inhibition, % at 9 µM; HEK293 GAL4-SRC2 luciferase reporter, luminescence;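 active = inhibition above the mean inhibition of all tested compounds plus 3 SD, set per campaign, cut at about 52% in these data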;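 also: 0% = DMSO treated cells and 100% = cells given Gossypol at 36 µM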
NCOA3 inh: inhibitors of human steroid receptor coactivator 3 (SRC3) | Q9Y6Q9 | HEK293 GAL4-SRC3 luciferase reporter, luminescence | inhibition, % at 3.6 µM | hit rate 0.17% among 360,000 | AID 588352;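 active = inhibition above a per-campaign cutoff, the mean of all compounds plus 3 SD, cut at about 60% in these data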;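 also: 0% = DMSO-treated cells and 100% = gossypol-treated cells at 36 µM; higher means less SRC3-driven luciferase light from the GAL4 reporter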
The depositor's hits bear a star; · = not tested or not shown. Some of the compounds tested. The share of hits here may be higher or lower than overall.

1) CCNC(=S)N(CCc1ccccc1C)Cc1cc2cc(OC)c(OC)cc2[nH]c1=O
2) COc1ccc(NC(=O)Cn2cnc3sc(C)c(S(=O)(=O)N4CCN(C)CC4)c3c2=O)cc1OC
3) CC[C@]12c3[nH]c4cc(-c5ccco5)ccc4c3CCN1C(=O)[C@@H](CC(=O)NCc1cccc(C(F)(F)F)c1)C[C@@H]2C(=O)N1CCN(C(=O)C2CC2)CC1
4) Cc1cccnc1NC(=O)c1ccc(C(=O)c2ccccc2)cc1
5) CCOc1ccccc1C(=O)NC(C)CCc1ccccc1 (centres undefined)
6) COc1cccc(N2CC(C(=O)NCc3n[nH]c(=O)c4ccccc34)CC2=O)c1 (centres undefined)
7) CCc1csc(CNC(=O)C2CCC(=O)N(Cc3cccc(F)c3)C2)n1 (centres undefined)
8) Cc1c(C(=O)NCc2ccccc2CN2CCCC2)oc2c(F)cccc12
9) COC(=O)C1=C(C)N(CCCC(=O)O)C(=O)NC1c1cc2c(cc1[N+](=O)[O-])OCO2 (centres undefined)
10) CN(C)C(=O)C12CCC(C)(C(=O)C1Br)C2(C)C (centres undefined)
assay / entry | 1 | 2 | 3 | 4 | 5 | 6 | 7 | 8 | 9 | 10
EBV LMP1 NFkB | 0 | -4 | 6 | -7 | · | 3 | 0 | -1 | -32 | -3
SRC1 inh | 6 | -23 | 11 | -19 | 9 | -11 | 1 | 3 | -91 | 12
C8 TRAIL sens | -6 | -2 | 24 | -2 | -2 | 13 | -14 | -2 | -9 | -8
TWEAK Fn14 block | -12 | -14 | 8 | -1 | -9 | 4 | 3 | 0 | -11 | 0
TLR9-MyD88 inh | 3 | -2 | -10 | -4 | · | 5 | -16 | -7 | 0 | 7
COUP-TFII inh | -3 | -13 | 1 | -24 | 17 | -17 | 18 | 6 | -24 | 4
NR5A2 inv ag | 16 | -7 | -7 | -6 | 4 | 14 | -11 | -14 | 17 | 5
NOD2 RIPK2 PPI | 1 | 6 | 5 | 5 | 1 | 2 | -2 | -3 | -2 | -11
TROY signal inh | 6 | 1 | -7 | -4 | 15 | 0 | -10 | -9 | 0 | -1
SRC2 inh | -42 | -6 | 17 | -3 | 13 | -7 | 8 | -1 | 5 | -9
NCOA3 inh | 17 | 16 | -7 | -9 | 22 | 15 | 5 | -46 | 14 | 9

11) O=C(CSc1nc2ccccc2s1)N1CCN(C(=O)c2ccco2)CC1
12) O=C(O)c1ccccc1-c1ccccc1C(=O)Nc1ccc2c(c1)[nH]c(=O)c1ccccc12
13) CCN(CC(=O)Nc1ccc(NC(C)=O)cc1)C(=O)/C=C/c1ccc(S(=O)(=O)N2CCCCCC2)cc1
14) CC1CCCC(NC(=O)COC(=O)COc2ccc(Cl)cc2)C1C (centres undefined)
15) O=C(Nc1nc(-c2ccc([N+](=O)[O-])cc2)cs1)c1c(F)cccc1F
16) Cc1cc([N+](=O)[O-])cc(C)c1OCC(=O)N/N=C/c1ccc(OC(=O)c2ccccc2)cc1
17) COC(=O)CC(=O)N1CCN(c2ccc(Cl)c(Cl)c2)CC1
18) CCN(C[C@H]1N[C@@](Cc2ccccc2)(C(=O)OC)[C@H]2C(=O)N(Cc3ccccc3)C(=O)[C@@H]12)S(=O)(=O)c1ccc(F)cc1
19) Cc1cccc2cc(/C=N/NC(=O)c3ccncc3)c(Cl)nc12
20) COC(=O)c1cc(NC(=O)C23CCC(C)(C(=O)O2)C3(C)C)cc(C(=O)OC)c1 (centres undefined)
assay / entry | 11 | 12 | 13 | 14 | 15 | 16 | 17 | 18 | 19 | 20
EBV LMP1 NFkB | -9 | -7 | 10 | 3 | -17 | 5 | -2 | 0 | 3 | -6
SRC1 inh | -16 | 1 | -23 | -123 | -23 | 9 | 7 | 4 | -9 | -15
C8 TRAIL sens | -10 | 4 | 8 | 1 | -8 | 11 | 1 | 25 | -3 | -7
TWEAK Fn14 block | -5 | 12 | -3 | 4 | -16 | -16 | -16 | 16 | -7 | 4
TLR9-MyD88 inh | -1 | 0 | -5 | 3 | -6 | 2 | -6 | -1 | -6 | -2
COUP-TFII inh | 5 | 1 | 7 | 2 | -15 | -12 | -5 | 15 | -1 | 10
NR5A2 inv ag | 8 | 1 | 1 | 1 | 3 | 8 | -9 | 8 | -22 | -3
NOD2 RIPK2 PPI | 4 | -6 | -6 | -13 | -15 | 14 | -5 | -1 | 3 | -5
TROY signal inh | 12 | 2 | -7 | 11 | -10 | 7 | 5 | -3 | -13 | -19
SRC2 inh | -13 | -21 | -41 | 6 | -37 | -41 | 5 | -16 | -7 | -15
NCOA3 inh | 16 | -1 | 8 | 19 | -14 | 6 | -1 | 4 | 18 | -10

7 compounds already listed, arranged by number of heavy atoms, lowest first.
19) Cc1cccc2cc(/C=N/NC(=O)c3ccncc3)c(Cl)nc12
14) CC1CCCC(NC(=O)COC(=O)COc2ccc(Cl)cc2)C1C (centres undefined)
15) O=C(Nc1nc(-c2ccc([N+](=O)[O-])cc2)cs1)c1c(F)cccc1F
11) O=C(CSc1nc2ccccc2s1)N1CCN(C(=O)c2ccco2)CC1
12) O=C(O)c1ccccc1-c1ccccc1C(=O)Nc1ccc2c(c1)[nH]c(=O)c1ccccc12
13) CCN(CC(=O)Nc1ccc(NC(C)=O)cc1)C(=O)/C=C/c1ccc(S(=O)(=O)N2CCCCCC2)cc1
18) CCN(C[C@H]1N[C@@](Cc2ccccc2)(C(=O)OC)[C@H]2C(=O)N(Cc3ccccc3)C(=O)[C@@H]12)S(=O)(=O)c1ccc(F)cc1
assay / entry | 19 | 14 | 15 | 11 | 12 | 13 | 18
EBV LMP1 NFkB | 3 | 3 | -17 | -9 | -7 | 10 | 0
SRC1 inh | -9 | -123 | -23 | -16 | 1 | -23 | 4
C8 TRAIL sens | -3 | 1 | -8 | -10 | 4 | 8 | 25
TWEAK Fn14 block | -7 | 4 | -16 | -5 | 12 | -3 | 16
TLR9-MyD88 inh | -6 | 3 | -6 | -1 | 0 | -5 | -1
COUP-TFII inh | -1 | 2 | -15 | 5 | 1 | 7 | 15
NR5A2 inv ag | -22 | 1 | 3 | 8 | 1 | 1 | 8
NOD2 RIPK2 PPI | 3 | -13 | -15 | 4 | -6 | -6 | -1
TROY signal inh | -13 | 11 | -10 | 12 | 2 | -7 | -3
SRC2 inh | -7 | 6 | -37 | -13 | -21 | -41 | -16
NCOA3 inh | 18 | 19 | -14 | 16 | -1 | 8 | 4

Next results.
21) O=S(=O)(c1ccc(F)cc1)N1CCN(S(=O)(=O)c2ccc3c(c2)OCCO3)CC1
22) Cc1cc(C)c2cc(CN(Cc3ccco3)C(=O)NCc3ccccc3)c(=O)[nH]c2c1
23) Clc1ccc(-c2nnc3n2-c2ccccc2SC3)cc1
24) O=[N+]([O-])c1ccc(Nc2ccc(F)cc2)nc1
25) COc1cccc(C(O)c2ncc(-c3ccccc3Cl)[nH]2)c1 (centres undefined)
26) O=C(N/N=C/c1ccco1)c1cc(-c2cccc3ccccc23)n[nH]1
27) CCc1ccc2[nH]c(=O)c(CN(CCCN3CCOCC3)C(=O)Nc3ccccc3)cc2c1
28) CCOc1cc(C(c2c(C)[nH][nH]c2=O)c2c(C)[nH][nH]c2=O)ccc1OC(=O)c1cccc([N+](=O)[O-])c1
29) COc1cccc(CCOC(=O)c2c(-c3ccsc3)oc3c2C(OC(C)=O)CCC3)c1 (centres undefined)
30) COc1cc(/C=N/NC(N)=O)cc(Br)c1OCc1ccc(C)cc1
assay / entry | 21 | 22 | 23 | 24 | 25 | 26 | 27 | 28 | 29 | 30
EBV LMP1 NFkB | 0 | 11 | 0 | 8 | · | -1 | 9 | 2 | · | -1
SRC1 inh | -4 | 8 | 1 | 0 | -7 | -39 | 8 | 0 | · | 1
C8 TRAIL sens | 12 | -14 | -10 | 0 | -17 | 6 | -2 | -9 | 16 | -2
TWEAK Fn14 block | -3 | 35 | -6 | -6 | -30 | -11 | 18 | 3 | -12 | 3
TLR9-MyD88 inh | 7 | -2 | -6 | 5 | · | 1 | -4 | 6 | · | 0
COUP-TFII inh | 5 | 4 | -10 | -12 | -28 | -28 | 13 | 19 | 21 | 4
NR5A2 inv ag | 11 | 15 | 13 | -33 | -3 | -60 | -13 | 23 | -14 | 3
NOD2 RIPK2 PPI | 9 | 0 | 5 | 4 | -10 | -5 | -5 | -7 | 1 | 0
TROY signal inh | 8 | 21 | 7 | -14 | -32 | -15 | 62* | -12 | 4 | 9
SRC2 inh | 4 | 15 | 2 | 11 | -30 | -56 | 15 | 21 | -27 | 10
NCOA3 inh | -13 | -10 | 14 | 8 | 14 | -28 | -2 | 7 | · | 2

Carrying on:
#	structure	EBV LMP1 NFkB	SRC1 inh	C8 TRAIL sens	TWEAK Fn14 block	TLR9-MyD88 inh	COUP-TFII inh	NR5A2 inv ag	NOD2 RIPK2 PPI	TROY signal inh	SRC2 inh	NCOA3 inh
31	N#Cc1ccccc1NC(=O)Nc1cccs1	-5	15	-13	6	-9	0	18	-1	-14	-15	-1
32	OC[C@@H]1CN(Cc2ccccc2)C[C@H](n2cnc3c(Nc4ccccc4)ncnc32)O1	·	-27	-6	13	·	16	-20	-9	-17	-11	-13
33	CC1(C)Cc2[nH]c(=S)c(C#N)cc2CO1	27	-17	-1	2	5	0	0	6	13	-12	-1
34	O=C(c1cnccn1)N1CCc2c([nH]c3ccccc23)C1c1cccc(Cl)c1 (centres undefined)	-1	-6	1	10	3	22	5	1	8	0	-1
35	CC(=O)N1C[C@H]2CON(C)[C@H]2C[C@H]1c1ccc(-c2ccccc2)cc1	-4	4	40	-2	3	-3	-22	-5	3	-50	-21
36	O=C(N/C(=C/c1cccc([N+](=O)[O-])c1)C(=O)N1CCCC1)c1ccccc1	10	5	0	-19	1	9	0	0	-1	5	7
37	O=C(c1ccccc1)c1ccc(C(=O)N2CCN(c3ccc(F)cc3)CC2)o1	9	3	5	-9	-2	6	13	7	-9	9	4
38	CON(C)C(=O)CCC1CCCN1C(=O)OC(C)(C)C (centres undefined)	-3	-8	1	9	-2	·	16	6	-17	·	-13
39	Cc1cc(C)cc(C(=O)Nc2c3c(nn2C(C)(C)C)CS(=O)(=O)C3)c1	1	13	-17	8	-3	6	7	13	7	7	-19
40	O=C1CSC(c2ccccn2)N1c1ccc2ccccc2c1 (centres undefined)	-2	-13	-3	11	-7	16	6	1	-4	-1	-14
41	CC(=O)c1ccc2c(c1)C1C=CCC1C(c1ccncc1)N2 (centres undefined)	-16	-33	-6	-28	-2	3	-38	-5	-15	-24	-32
42	CN(CC(=O)Nc1ccccc1C(F)(F)F)CC(=O)N1CCCCCC1	1	-9	0	-8	-7	17	14	1	7	11	11
43	CC(C)(C)c1ccc(N=C2SCC(=O)N2Cc2cccs2)cc1	-7	-1	-6	-1	-10	0	-16	0	-40	-5	4
